Screening results deposited in PubChem BioAssay by National Center for Advancing Translational Sciences (NCATS).
KB-V1 cytotox = KB-V1 MDR subline cytotoxicity; KB-V1 MDR cells viability, CellTiter-Glo, 72 h; Potency, µM (series often up to 46.1 µM), for the others: top-dose activity change, negative = cytotoxicity, usual class: cytotoxic; 400,000 compounds, 3.4% hits; also: potency is read from the fitted curve at half-maximal effect; % is scaled to controls: 0 for no effect and ±100 for the full control effect; nearly all actives have a fitted effect of over 60% in size
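Drug-selected KB-V1 cells, grown in DMEM lacking phenol red with 10% FBS, receive compound titrations; after three days at 37 degrees C, surviving cell ATP is quantified by CellTiter-Glo luminescence and responses normalized and curve-fitted.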
HEK293 tox = cytotoxic in the GLP-1 receptor inverse agonist counter-screen; HEK293 cAMP-luciferase reporter cells, luminescence, 24 h; 410,000 compounds, 0.13% hits; Potency, µM (highest dose often 38.3 µM), inactives show at the top dose activity change, negative = inhibition, actives largely listed as inhibitors;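 also: loss of luciferase light is scored as toxicity; potency is read from the fitted curve at half-maximal effect; % is scaled to controls: 0 for no effect and ±100 for the full control effect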
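MLSMR compounds, 24 hr on cells at 37 deg C/5% CO2; luminescence after luciferase reagent (12 min RT). Inhibition counted as the undesired cytotoxic outcome.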
TDP-43 yeast inh = inhibitors of TDP-43 toxicity in yeast. TDP-43 expressing yeast growth rescue, BacTiter-Glo, 24 h. Potency, µM (highest dose often 46.1 µM), inactives show top-dose growth rescue (activation), most hits filed as activators. 410,000 compounds, 1.8% hits. AID 652104; also: potency is read from the fitted curve at half-maximal effect; % of control where 0% means no effect; nearly all actives have a fitted effect of over 50% in size
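Cell-based yeast growth screen: TDP-43 expression induced in galactose, inoculum OD600=0.02 after raffinose pregrowth to mid-log. Read-out BacTiter-Glo luminescence at 24 hr, 30 deg C; inhibition of toxicity seen as signal increase.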
PTHR1 agonist = agonists of human PTHR1 parathyroid hormone receptor. HEK293 GP2 PTHR1 cells, GloSensor cAMP luminescence, 1 h. 410,000 compounds, 0.075% hits. Q03431. Potency, µM (series often up to 115 µM), for the others: at the highest dose activation, usual class: activators; also: potency is read from the fitted curve at half-maximal effect; nearly all actives have a fitted effect of over 55% in size; some results filed as inactive show a strong effect at the top dose; inactives centre near -15; many of its hits are not listed in these tables
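HEK-293-derived GP2 cells expressing PTHR1 and a GloSensor cAMP reporter, 3,000/well, plated overnight, given luciferin plus IBMX (each 0.5 mM as added) for 1 h at 37 °C, then compound for 1 h at 37 °C. Luminescence was read after 15 min at room temperature.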
DRD3 antagonist = blocks the human D3 dopamine receptor; max response, negative = inhibition, %; AID 652054; P35462; 360,000 compounds, 2.5% hits; D3R cells, DiscoveRx beta-arrestin luminescence, antagonist mode; stronger effect = lower value; in the data active = max response below about -50%; inconclusive = no clear call, values can overlap the other calls; also: % is scaled to controls: 0 for no effect and ±100 for the full control effect; mostly tested at two doses, the higher about 12 µM
Target sequence (P35462 whole entry, looked up): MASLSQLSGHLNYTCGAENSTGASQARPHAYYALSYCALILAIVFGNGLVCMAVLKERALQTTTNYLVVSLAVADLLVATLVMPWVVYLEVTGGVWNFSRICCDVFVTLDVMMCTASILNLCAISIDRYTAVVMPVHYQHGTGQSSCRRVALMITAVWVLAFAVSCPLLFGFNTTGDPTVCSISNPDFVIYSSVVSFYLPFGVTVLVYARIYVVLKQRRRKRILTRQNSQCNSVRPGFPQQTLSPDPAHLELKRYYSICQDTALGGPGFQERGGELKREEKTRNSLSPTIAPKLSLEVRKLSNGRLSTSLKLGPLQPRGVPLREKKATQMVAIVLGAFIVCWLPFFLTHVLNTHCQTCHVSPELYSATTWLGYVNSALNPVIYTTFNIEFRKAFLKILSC
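Cells expressing the human receptor were seeded at 1500 cells/well, incubated overnight at 37 degrees C in 5% CO2, then exposed to library compounds with dopamine controls for 90 minutes at 37 degrees C before luminescent detection.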
GLP1R ag = activates the human GLP-1 receptor; P43220; HEK293 GLP-1R CRE-luciferase, luminescence, 4-6 h; cells express a hypersensitive GLP-1R form; Potency, µM (top dose mostly 45.6 µM), without a hit: at the top dose activation, most hits filed as activators; 380,000 compounds, 0.007% hits; AID 624172; also: potency is read from the fitted curve at half-maximal effect; % of control where 0% means no effect
Target sequence (P43220 whole entry, looked up): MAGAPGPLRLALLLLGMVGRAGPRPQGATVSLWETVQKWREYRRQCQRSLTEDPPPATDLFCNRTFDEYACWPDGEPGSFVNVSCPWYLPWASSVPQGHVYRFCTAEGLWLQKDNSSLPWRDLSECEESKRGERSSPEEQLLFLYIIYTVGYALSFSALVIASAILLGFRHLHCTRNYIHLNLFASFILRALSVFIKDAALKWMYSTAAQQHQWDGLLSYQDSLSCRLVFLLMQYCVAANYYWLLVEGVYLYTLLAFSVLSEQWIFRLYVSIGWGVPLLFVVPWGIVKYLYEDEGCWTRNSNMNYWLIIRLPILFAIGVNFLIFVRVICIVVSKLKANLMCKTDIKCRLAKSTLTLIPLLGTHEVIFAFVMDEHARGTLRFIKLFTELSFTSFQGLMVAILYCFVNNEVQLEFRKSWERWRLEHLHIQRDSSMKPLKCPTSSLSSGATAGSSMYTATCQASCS
GLP-1R inv ag = acts as inverse agonist at human GLP-1 receptor; HEK293 GLP-1R CRE-luciferase, luminescence, 24 h; GLP-1R form is constitutively active; Potency, µM (top dose mostly 38.3 µM), for inactives: at the highest dose activity change, negative = inhibition, hits mostly inhibitors; 410,000 compounds, 1.6% hits; also: potency is read from the fitted curve at half-maximal effect; % is scaled to controls: 0 for no effect and ±100 for the full control effect; nearly all actives have a fitted effect of over 55% in size
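Seeding at 200 cells/uL, 12 h culture, 24 hr compound treatment, then luciferase reagent and a luminescence read; cells are HEK293 stably expressing a constitutively active GLP-1R plus cAMP-responsive luciferase.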
D3 ag = D3 dopamine receptor (human) agonism; P35462; D3R DiscoveRx beta-arrestin cells, luminescence, 90 min; max activation, %; 410,000 compounds, 0.58% hits; in the data active = max activation above about 30%; also: 0% is about no effect; mostly tested at two doses, the higher about 12 µM
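Agonist mode: compounds and dopamine controls were applied to plated cells for 90 min at 37 degrees C after an overnight attachment at 1500 cells/well. Luminescent read-out followed 30 - 60 minutes at room temperature with DiscoveRx detection reagent.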
aSyn yeast inh = alpha-synuclein toxicity inhibition in yeast. Yeast expressing alpha-synuclein, growth rescue, BacTiter-Glo, 24 h. Potency, µM (top dose mostly 46.1 µM), for the others: top-dose growth rescue (activation), most hits filed as activators. 370,000 compounds, 0.14% hits. AID 652106; also: potency is read from the fitted curve at half-maximal effect; % of control where 0% means no effect; nearly all actives have a fitted effect of over 65% in size
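Rescue of yeast growth: cells expressing toxic alpha-synuclein, induced in galactose at OD600 0.02, incubated with compound 24 h at 30 C. ATP luminescence quantified growth; inhibitors of toxicity appear as activators.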
* marks the source's active call; other numbers are inactive results; i = inactive; u = inconclusive; x = not tested or not shown; & = joins results of further samples; ! = a repeat was not active; [ ] = another dose, or the depositor's remark. Unless noted, calls follow the shape of the dose curve; as a rule, active = well fitted curve in the direction sought with a large enough effect; inconclusive = small, poorly fitted or top-dose-only effect, or another doubt; inactive = no such curve, though single readings can be large; an effect the other way counts as inactive or inconclusive.

SMILES	KB-V1 cytotox	HEK293 tox	TDP-43 yeast inh	PTHR1 agonist	DRD3 antagonist	GLP1R ag	GLP-1R inv ag	D3 ag	aSyn yeast inh
CCN(Cc1ccccc1)C(=O)CN1C(=O)NC2(CC(C)CC(C)(C)C2)C1=O (stereo not drawn)	u	-2%	25%	-10%	-4	-3%	-22%	6	5%
COc1ccc(S(=O)(=O)N(C)C[C@H]2OCc3cnnn3CCCC(=O)N([C@H](C)CO)C[C@H]2C)cc1	u	1%	20%	-17%	13	3%	9%	6	-5%
CCn1c2ccccc2c2cc(NC(=O)CSc3nnc(-c4ccccc4OC)n3N)ccc21	-2%	-26%	7%	i	18	1%	u	-10	4%
CCOC(=O)C1(Cc2ccccc2)CCN(Cc2cccn2-c2cccnc2)CC1	-3%	3%	11%	i	17	8%	u	-4	0%
CCC(=O)c1c[nH]c(C(=O)NCCCn2ccnc2)c1	5%	1%	-13%	-17%	7	-5%	11%	-3	3%
CCCN(CC(=O)Nc1ccccc1C)C(=O)c1ccc(OCc2c(C)noc2C)cc1	u	-4%	23%	i	-8	-1%	16%	1	3%
CCc1cccc(C)c1NC(=O)c1ccccc1	7%	-1%	-14%	i	-16	1%	-13%	-4	-3%
O=C1C(Cl)=C(N2CCC(C(=O)O)CC2)C(=O)c2ccccc21	u	5%	18µM*	-34%[inhibitor]	-53*	1%	67%[activator]	-7	-1%
COc1ccc(NS(=O)(=O)c2ccc(Cl)c(N)c2)cc1Br	0%	-2%	-18%	-13%	-21	11%	u	-1	10%
COc1ccc(/C=N/NC(=O)CNc2ccc(Br)cc2)c(C(=O)O)c1OC	u	-10%	-9%	-11%	-13	6%	14%	-3	-4%
CC(=O)OC(C(=O)Nc1nccs1)c1ccccc1 (stereo not drawn)	-2%	6%	-22%	i	2	1%	3%	4	10%
CC1=C[C@@H](C)[C@@H](c2ccccc2)OC1=O	-11%	13%	30%	i	-3	-4%	7%	8	-1%
CN(CCC#N)C(=O)COC(=O)C1c2ccccc2Oc2ccccc21	-9%	-5%	-4%	i	-4	5%	4%	1	5%
COc1cc(N)c(Cl)cc1C(=O)OCC(=O)N1CCc2ccccc21	-16%	1%	11%	-26%	-26	11%	0%	3	7%[1.84 µM]
Cc1ccnc(N2C(=O)OC(C)(C)C2(C)O)c1 (stereo not drawn)	13%	1%	1%	i	0	2%	0%	-2	-4%
Cc1ccc(S(=O)(=O)N(Cc2ccccc2Cl)C(=O)N2CCN(C)CC2)cc1	0%	16%	15%	i	0	-4%	26%	-1	-3%
CSCCC(NC(=O)COc1ccccc1)C(=O)N1CCCCC1 (stereo not drawn)	-29%	6%	10%	i	-13	-10%	11%	-4	-6%
CCOc1ccc(N(CCCCO)C(=S)NC(=O)c2ccc(C)c(Br)c2)cc1	2%	u	-4%	-5%	-24	17%	u	35*	14%
CC(C)CNc1nc(SCC(=O)Nc2ccccc2)nc(N2CCOCC2)n1	u	3%	0%[9.22 µM]	-8%	3	12%	-1%	-6	-7%
CC(=O)Nc1ccc(NC2=CC(=O)CC(C)(C)C2)cc1	22%	5%	1%	i	18	13%	-2%	0	-1%
COc1ccc(OC)c(NC(=O)Cc2cccs2)c1	-6%	-11%	21%	i	24	-5%	-18%	2	2%
COc1ccc(CNc2nc(-c3ccco3)nn2C(=O)CC(C)C)cc1	x	2%	30%	i	x	x	-6%	2	x
CCCn1c2ccccc2c2cnn(CC(=O)OC)c(=O)c21	6%	-3%	-6%	-2%	-22	16%	-7%	-6	0%
CCOC(=O)Cc1cc(C(=O)Nc2ccc(Br)cc2)sc1-c1ccc(C)cc1	-12%	u	16%	-85%[inhibitor]	x	x	u	-11	x
COc1ccccc1OCC(=O)Nc1ccccc1C(=O)NCc1ccco1	u	14%	3%	i	17	12%	-23%	-8	1%
Cc1ccccc1Oc1ccc2c(c1)[C@@H]1C[C@H]3[C@@H](C(=O)N1CC2)[C@H](C)ON3C	-17%	0%	24%	-48%[inhibitor]	63	9%	-6%	31*	-17%
Cc1cccc(-c2cnc(C(O)c3cc(C)cc(C)c3)[nH]2)c1 (stereo not drawn)	-2%	8%	15%	-19%	0	4%	5%	-10	0%
CCOc1cc(-c2nnc(SCC(=O)NC3CCCCC3)nc2-c2ccc(OC)c(OCC)c2)ccc1OC	3%	4%	29%	i	x	x	1%	4	x
O=C(O/C(=C/c1ccccc1)C(F)(F)F)c1ccccc1	u	-20%	-13%	-6%	3	11%	-29%	-3	4%
COC(=O)CCSCC(=O)N1N=C(c2ccc(OC)cc2)CC1c1cccc(OC)c1OC (stereo not drawn)	7%	2%	17%	i	1	u	-29%	0	9%
CC1CN(Cc2cc(=O)oc3cc(O)c(Cl)cc23)CC(C)O1 (stereo not drawn)	8%	272%[activator]	10%	-4%	8	3%	8%	2	6%
CCC(C)c1ccc(S(=O)(=O)N2CCN(c3ccccn3)CC2)cc1 (stereo not drawn)	u	-2%	-18%	-18%	21	-2%	u	1	3%
COC(=O)c1scc(-c2ccc(C)cc2)c1S(=O)(=O)Nc1c(C)cc(C)cc1C	-2%	4%	-6%	-15%	x	x	u	-11	x
COc1ccc(OC)c(NC(=O)C2CCN(S(=O)(=O)c3c(C)noc3/C=C/c3ccc(C)cc3)CC2)c1	2%	-1%	2%	-36%[inhibitor]	x	-2%	-30%	-12	x
COc1cccc(N(Cc2nnc3n2CCCCC3)C(=O)Nc2cccc(Cl)c2)c1	2%	2%	5%	8%	x	5%	-19%	0	0%
COc1cc(/C=N/Nc2nc(C)cc(C)n2)cc(OC)c1OC	1%	-2%	-4%	-1%	-8	4%	15%	0	0%
COc1ccc(OC)c(S(=O)(=O)N2CCC(C(=O)NCc3ccncc3)CC2)c1	0%	0%	17%	-14%	-14	6%	2%	3	-3%
Nc1ncc(-c2ccccc2)n1CC1CCCO1 (stereo not drawn)	0%	2%	25%	-5%	-18	8%	1%	-8	0%
O=C(Cc1c(F)cccc1Cl)Nc1ccccn1	21%	-5%	29%	i	-4	-2%	7%	4	0%
CC(=O)c1cccc(-n2c(=O)c3c4c(sc3n(CC(=O)c3ccccc3)c2=O)CN(C(C)=O)CC4)c1	u	-3%	-2%	-14%	x	-1%	-10%	-8	x

Look-ups from the results shown.
CSCCC(NC(=O)COc1ccccc1)C(=O)N1CCCCC1 (stereo not drawn) | KB-V1 cytotox = -29%
COc1ccc(CNc2nc(-c3ccco3)nn2C(=O)CC(C)C)cc1 | TDP-43 yeast inh = 30%

Results in aSyn yeast inh and KB-V1 cytotox, for 2 of the compounds above:
compound | aSyn yeast inh | KB-V1 cytotox
COc1ccc(NS(=O)(=O)c2ccc(Cl)c(N)c2)cc1Br | 10% | 0%
CC(C)CNc1nc(SCC(=O)Nc2ccccc2)nc(N2CCOCC2)n1 | -7% | u

Exported field by field: entries from further up.
CCC(C)c1ccc(S(=O)(=O)N2CCN(c3ccccn3)CC2)cc1 (stereo not drawn)
  KB-V1 cytotox: u; HEK293 tox: -2%; TDP-43 yeast inh: -18%; PTHR1 agonist: -18%; DRD3 antagonist: 21; GLP1R ag: -2%; GLP-1R inv ag: u; D3 ag: 1; aSyn yeast inh: 3%

COC(=O)c1scc(-c2ccc(C)cc2)c1S(=O)(=O)Nc1c(C)cc(C)cc1C
  KB-V1 cytotox: -2%; HEK293 tox: 4%; TDP-43 yeast inh: -6%; PTHR1 agonist: -15%; DRD3 antagonist: x; GLP1R ag: x; GLP-1R inv ag: u; D3 ag: -11; aSyn yeast inh: x

COc1ccc(OC)c(NC(=O)C2CCN(S(=O)(=O)c3c(C)noc3/C=C/c3ccc(C)cc3)CC2)c1
  KB-V1 cytotox: 2%; HEK293 tox: -1%; TDP-43 yeast inh: 2%; PTHR1 agonist: -36%[inhibitor]; DRD3 antagonist: x; GLP1R ag: -2%; GLP-1R inv ag: -30%; D3 ag: -12; aSyn yeast inh: x

Other compounds follow:
SMILES	KB-V1 cytotox	HEK293 tox	TDP-43 yeast inh	PTHR1 agonist	DRD3 antagonist	GLP1R ag	GLP-1R inv ag	D3 ag	aSyn yeast inh
CCC(C)Sc1cc(-c2nc3ccccn3c2NC2CCCCC2)ccc1OC (stereo not drawn)	12µM*!	-22%&-14%	-93%[inhibitor]	-49%&-44%	38&5	-1%&-2%	5.6µM*	0&0	-45%&-33%[inhibitor]
COc1ccccc1NC(=O)C1=C(C)NC(=O)NC1c1cccc(OC)c1OC (stereo not drawn)	11%	1%	-7%	-26%[57.5 µM]	4	2%	6%	6	3%
CCOc1ccc(NC(=O)CCCNC(=O)Cn2cnc3sc(C)c(C)c3c2=O)cc1	9%	-2%	11%	i	7	9%	10%	3	-1%
Cc1ccc(CNc2ccc(N3CCOCC3)cc2)s1	-1%	-5%	-8%	-14%	-12	-4%	-14%	1	-2%

This is a subset; the hit share may differ from the screen's.
